Source: PubChem BioAssay
MEKK2 WT-MEK5: raises or lowers MEK5 binding to wildtype human MEKK2 PB1 domain. binding response (% of control), % at 10 µM. bead flow cytometry, Alexa488-MEK5 binding to MEKK2 WT; actives lie on both sides. AID 1531. 290,000 tested, 1.1% active; in the data active = binding response below about 67% or above about 130%; inconclusive = no clear call, values can overlap the other calls; inactive = in between
NALP1 yeast inh: inhibitors of NALP1 inflammasome in yeast. 280,000 tested, 0.61% active. AID 2071. inhibition, % at 10 µM. S. cerevisiae NALP1/ASC/caspase-1 growth, X-gal OD620, 72 h; in the data active = inhibition mostly above about 24%, no sharp cut-off; inactive = mostly below about 32%; note: some compounds called inactive have numbers as strong as hits
GalR3 antagonist: human GalR3 antagonism; O60755; HEK293 GalR3-CNG cAMP membrane potential fluorescence; galR3 body fused to GalR1 C-terminus; inhibition, % at 3 µM; 360,000 tested, 0.44% active; AID 651719;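 active = inhibition above the screen-wide average plus 3 SD, cut at about 13% in these data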;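 note: forskolin and galanin both at EC90 stimulate the cells; cAMP rise reported by CNG channel membrane potential dye signal; 0% = forskolin plus galanin with DMSO and 100% = forskolin alone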
Target sequence (O60755 1-299 limits assumed): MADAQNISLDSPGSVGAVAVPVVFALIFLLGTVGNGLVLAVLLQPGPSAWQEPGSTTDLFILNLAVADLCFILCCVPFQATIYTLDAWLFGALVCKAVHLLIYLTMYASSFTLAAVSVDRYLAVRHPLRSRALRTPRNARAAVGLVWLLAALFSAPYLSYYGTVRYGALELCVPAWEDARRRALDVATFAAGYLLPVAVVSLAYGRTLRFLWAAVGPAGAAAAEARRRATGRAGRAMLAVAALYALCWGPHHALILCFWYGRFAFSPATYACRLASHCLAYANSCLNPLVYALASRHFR
V1aR counter: counter-screen for oxytocin receptor agonists: human V1a receptor agonists; P37288; AID 2797; 320,000 tested, 0.25% active; CHO-V1R cells, Fluo-8 calcium fluorescence, agonist mode; 0% DMSO, 100% 3 nM vasopressin; activation, % at 3 µM;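 active = activation above the mean activation of all tested compounds plus 3 SD, per screening run, cut at about 20% in these data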;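 note: signal is peak over basal fluorescence ratio across a 100 second FLIPR read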
Target sequence (P37288 whole entry, looked up): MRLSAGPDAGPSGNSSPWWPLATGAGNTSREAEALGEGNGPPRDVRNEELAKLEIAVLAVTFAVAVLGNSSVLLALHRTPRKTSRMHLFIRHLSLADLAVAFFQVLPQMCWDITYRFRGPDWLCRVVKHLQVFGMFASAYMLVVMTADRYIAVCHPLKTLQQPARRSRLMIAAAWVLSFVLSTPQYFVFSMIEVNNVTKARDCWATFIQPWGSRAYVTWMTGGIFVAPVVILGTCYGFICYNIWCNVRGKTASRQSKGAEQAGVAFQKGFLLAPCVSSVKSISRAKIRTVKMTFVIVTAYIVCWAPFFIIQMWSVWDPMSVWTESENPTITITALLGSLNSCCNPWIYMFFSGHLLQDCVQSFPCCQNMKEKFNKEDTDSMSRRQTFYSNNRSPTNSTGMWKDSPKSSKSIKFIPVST
OXTR agonist: activates the human oxytocin receptor; P30559; CHO-OTR cells, Fluo-8 calcium fluorescence; normalized: DMSO 0%, oxytocin 100%; activation, % at 3 µM; 320,000 tested, 0.32% active; AID 2435;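 active = activation above the mean of all tested compounds plus 3 SD, cutoff set per screening run, cut at about 20% in these data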;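 note: peak over basal fluorescence ratio from a 100 s FLIPR kinetic read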
GPR7 antag: blocks human GPR7 receptor signaling | P48145 | GPR7-expressing cells, fluorescence antagonist assay | inhibition, % at 4.4 µM | 290,000 tested, 1.1% active; in the data active = inhibition above about 16%, passing the limit was not always enough;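 note: cells stimulated with the agonist NPW; 0% = agonist with vehicle and 100% = vehicle without agonist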
Target sequence (P48145 whole entry, looked up): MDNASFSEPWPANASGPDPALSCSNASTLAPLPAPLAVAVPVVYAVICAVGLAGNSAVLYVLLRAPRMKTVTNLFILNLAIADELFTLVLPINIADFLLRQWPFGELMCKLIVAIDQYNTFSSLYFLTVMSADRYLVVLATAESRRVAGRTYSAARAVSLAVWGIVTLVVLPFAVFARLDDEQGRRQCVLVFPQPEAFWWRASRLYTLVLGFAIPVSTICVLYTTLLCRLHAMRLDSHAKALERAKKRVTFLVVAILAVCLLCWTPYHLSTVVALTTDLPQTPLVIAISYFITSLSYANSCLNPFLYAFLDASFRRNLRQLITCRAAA
PHOSPHO1 inh: inhibitors of human PHOSPHO1 phosphatase. Q8TCT1. recombinant PHOSPHO1, absorbance phosphatase assay. inhibition, % at 13.3 µM. 290,000 tested, 1.1% active. AID 1565; in the data active = inhibition above about 60%
MEKK3 PB1 HTS: MEKK3-MEK5 PB1 interaction, increase or decrease | binding response (% of control), % at 10 µM | Q99759 | bead-based flow cytometry, Alexa488-MEK5 binding to MEKK3; actives lie on both sides; 0 = blocked by unlabeled MEK5, 100 = vehicle | 290,000 tested, 1.4% active;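 active = binding response more than 3 SD above or below the average of its plate-row segment, actives on both sides; inconclusive = wells at one plate position flagged as instrument error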;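 note: Alexa488 bead fluorescence after subtracting the streptavidin-only scavenger bead signal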
MEKK2 mut-MEK5: signal of MEK5 binding to mutant human MEKK2 PB1 domain | percent response, % at 10 µM | bead flow cytometry, Alexa488-MEK5 binding to MEKK2 mutant | AID 1530 | 290,000 tested, 0.35% active; in the data active = percent response above about 24%, passing the limit was not always enough; note: inactives centre near 1; some results filed as inactive read as strong as hits; reference of the scale not given here
* = called active by the depositor; u = inconclusive; x = no result given.

No.	Structure	MEKK2 WT-MEK5	NALP1 yeast inh	GalR3 antagonist	V1aR counter	OXTR agonist	GPR7 antag	PHOSPHO1 inh	MEKK3 PB1 HTS	MEKK2 mut-MEK5
1	COC1CCCN(C(=O)c2cccc(OC3CCN(S(=O)(=O)N(C)C)CC3)c2)C1 (configuration not stated)	96	11	7	8.2	0.6	-11	4	96	-5
2	O=C(CCSc1nnnn1-c1ccccc1)N1CCOCC1	109	11	1	1.0	0.1	-11	-6	104	4
3	CCOc1ccc(C2CC(c3ccc(OC)cc3)n3ncnc3N2)cc1 (configuration not stated)	101	31	4	2.1	3.4	-4	22	100	1
4	CSCC[C@H](NS(=O)(=O)c1ccc(C)cc1)C(=O)N1CCC(C(=O)N[C@@H](C)C(=O)O)CC1	101	13	-7	-0.2	-0.1	-10	29	100	0
5	COc1cc2c(=O)n(Cc3ccccc3)c(=O)n(CC(=O)NCc3ccco3)c2cc1OC	87	0	-1	x	x	3	-3	84	-16
6	Cc1ccc2c(c1)N(C(C)C(=O)NCc1ccccn1)C(=O)CO2 (configuration not stated)	98	34	-5	1.3	1.7	-2	16	100	-1
7	O=C(c1ccccc1)N1CC(COc2ccccc2)OC(c2ccco2)O1 (configuration not stated)	103	14	-6	-0.1	-0.3	2	-18	104	6
8	Cc1nn(Cc2ccccc2)c(=O)c2nn(-c3ccc(Cl)cc3)c(C)c12	97	22	-1	-0.6	-2.3	-7	12	99	1
9	CCN(CC)c1nc(Oc2ccc(C(=O)OC)cc2)nc(N2CCOCC2)n1	99	4	1	-0.5	-2.2	-13	8	104	-1
10	CC1(C)Cc2c(sc(NC(=O)C(=O)N3CCCC3)c2C#N)CO1	105	8	2	-1.1	-1.0	-19	22	99	4
11	O[C@@H]1CN(C2CCCCC2)CC[C@H]1N1CCN(CCc2ccccc2)CC1	99	22	x	-0.2	0.3	-8	5	98	-1
12	COC(=O)N/N=C/c1cccc(OC(=O)c2ccc3c(c2)OCO3)c1	104	-4	-5	1.3	4.1	-11	15	102	8
13	Cc1ccc(CNS(=O)(=O)c2ccc3c(c2)OCCO3)cc1	103	27	7	2.2	1.1	-8	-5	104	-1
14	CC(C)(C)C(=O)Cn1ncc(N2CCOCC2)c(Br)c1=O	99	-13	3	1.2	1.4	-16	56	102	3
15	Cc1ccc(C)c(S(=O)(=O)N2CCNCC2)c1	105	16	-1	0.6	0.5	-7	4	103	2

Compound profiles, from the list above. Values in the order: MEKK2 WT-MEK5, NALP1 yeast inh, GalR3 antagonist, V1aR counter, OXTR agonist, GPR7 antag, PHOSPHO1 inh, MEKK3 PB1 HTS, MEKK2 mut-MEK5
`O[C@@H]1CN(C2CCCCC2)CC[C@H]1N1CCN(CCc2ccccc2)CC1` in the list: 99, 22, x, -0.2, 0.3, -8, 5, 98, -1
`COc1cc2c(=O)n(Cc3ccccc3)c(=O)n(CC(=O)NCc3ccco3)c2cc1OC` in the list: 87, 0, -1, x, x, 3, -3, 84, -16

Remaining list, next part.
No.	Structure	MEKK2 WT-MEK5	NALP1 yeast inh	GalR3 antagonist	V1aR counter	OXTR agonist	GPR7 antag	PHOSPHO1 inh	MEKK3 PB1 HTS	MEKK2 mut-MEK5
16	CCCC1=Nc2cc(C(=O)N3CCC(C(=O)OCC)CC3)ccc2Sc2ccccc21	100	9	-9	-0.1	-2.9	-12	-14	99	2
17	COCC(=O)Nc1c(C(=O)Nc2cccc(OC)c2)oc2ccccc12	99	40	-5	-1.5	-1.3	-8	-10	99	4
18	C[C@@H]1CC[C@]2(O[C@@H](CCO)C[C@H](O)[C@H]2O)O1	96	14	-4	1.5	0.1	3	-18	107	5
19	CC(=O)C(Sc1ncnc2c1nnn2-c1ccc(F)cc1)C(=O)N(C)C (configuration not stated)	93	-4	-3	0.3	0.6	-2	28	90	-4
20	CCOC(=O)c1sc(NC(=O)CSc2ccccn2)c(C#N)c1C	104	-5	-4	0.3	0.7	-8	-7	107	1
21	Cc1noc(C)c1CN1C(=O)NC(Cc2ccccc2)(Cc2ccccc2)C1=O	100	9	3	-0.3	-0.7	-1	-6	101	9
22	CCN(CC)CCN(Cc1cc2ccc(C)cc2[nH]c1=O)C(=S)Nc1ccccc1C(=O)OC	102	16	-6	-0.6	0.2	-4	-15	96	0
23	CC(C)CCNC(=O)Cn1c(=O)oc2cc(S(=O)(=O)N3CC(C)CC(C)C3)ccc21 (configuration not stated)	109	-24	1	0.0	-1.3	1	-9	106	18
24	COc1ccc(C2/C(=C(/O)c3ccccc3)C(=O)C(=O)N2C)c(OC)c1 (configuration not stated)	104	17	-8	0.1	0.2	-16	-2	96	5
25	CC1=C(C)CC(C(=O)NNC(=O)c2csc3c2CCC(C(C)(C)C)C3)C(C(=O)O)C1 (configuration not stated)	103	35	-3	0.1	-0.4	-8	18	104	3
26	O=C(COC(=O)c1ccccc1C(=O)N1CCN(c2ccccc2)CC1)Nc1ccccc1	105	1	0	-0.3	-1.0	-3	24	122	-1
27	COc1cc(Cl)c(C)cc1NC(=O)COC(=O)c1cc(SC)ccc1Cl	108	28	0	-0.3	-0.1	-7	3	101	17
28	Cc1c(N=Cc2ccco2)c(=O)n(-c2ccccc2)n1C	94	17	-3	0.6	0.4	-1	-28	91	-8
29	CN(CC(=O)Nc1ccc(N2CCOCC2)cc1)CC(=O)Nc1ccccc1[N+](=O)[O-]	97	x	-6	1.5	0.9	-4	-7	98	-1
30	CN(C)C(CNS(=O)(=O)c1ccc2ccccc2c1)c1ccccc1 (configuration not stated)	104	22	-12	3.7	1.9	1	23	100	11
31	COc1ccc(Cl)cc1NC(=O)CNc1ccccc1CN(C)C1CCCCC1	154*	-8	-3	-1.4	0.2	27*	27	106	36
32	COCCn1c(SCC(=O)Nc2cccc(C(=O)OC)c2)nc2ccccc2c1=O	99	-20	-4	0.4	-0.4	-21	7	97	2
33	CC(=O)c1ccc(Nc2c(C)n(C)n(-c3ccccc3)c2=O)cc1	90	10	0	-0.5	0.7	-15	48	97	-12
34	O=C(Nc1ccc2c(c1)C(=O)N(C1CCCCC1)C2=O)C1CCCO1 (configuration not stated)	112	21	-3	0.6	-1.0	1	-3	106	3
35	CC1(C)Cc2c(sc3ncnc(NN)c23)CO1	102	14	-2	0.2	-2.1	-3	24	103	3
36	Cc1cccc(CN2CCN(C(C)C(=O)NC(C)c3ccccc3)CC2)c1 (configuration not stated)	98	28	-2	0.4	-1.3	-8	15	94	-4
37	COCc1nnc(NC(=O)C2CC(=O)N(C3CCCC3)C2)s1 (configuration not stated)	101	6	-6	-0.3	0.4	-5	2	103	1
38	Cc1cc(Br)cc(C)c1NC(=S)NC(=O)CC(C)C	117	-8	-2	0.2	-2.0	-4	19	112	3
39	COc1ccc(C(c2nnnn2CCc2ccccc2)N2CCN(C)CC2)cc1OC (configuration not stated)	110	32	2	x	x	0	34	109	8
40	CN(C)S(=O)(=O)c1cccc(C(=O)N(Cc2ccc(F)cc2)Cc2ccco2)c1	103	16	-6	4.0	3.5	15	-17	96	1
41	CC(C)(C)OC(=O)N[C@@H](Cc1ccccc1)C(=O)N[C@@H](CO)[C@H](O)[C@@H]1C[C@@H]1C(=O)NC1CC1	105	23	-1	1.0	-0.1	-14	10	105	7
42	O=C(Nc1ccccc1F)c1ccc(CNS(=O)(=O)c2cccc(C(F)(F)F)c2)cc1	94	1	1	2.4	0.8	-1	22	94	-4
43	O=C(/C=C/c1cn(-c2ccccc2)nc1-c1cccnc1)c1ccco1	101	0	2	-0.2	0.1	-12	37	101	5
44	COc1ccc(CN(C)C(C)C(=O)Nc2ccc([N+](=O)[O-])cc2Cl)cc1OC (configuration not stated)	116	39	-4	3.4	0.2	-3	-4	113	18
45	O=C1CCCN1CN(C(=O)c1ccccc1)c1ccc(F)cc1	99	12	-4	-0.2	1.1	-8	9	106	1
46	O=C(Nc1c2c(nn1-c1ccc(F)cc1)CS(=O)C2)c1ccco1 (configuration not stated)	99	14	2	-0.6	1.1	-14	8	101	0
47	O=C(CN(CC1CCCO1)C(=O)CNS(=O)(=O)c1ccc(Cl)cc1)NCc1ccccc1 (configuration not stated)	97	8	-6	-0.6	1.0	-3	20	96	-1
48	O=C(NCCc1cn2ccccc2n1)c1ccccc1F	97	-3	-5	0.2	0.1	-6	17	98	1
49	C/C(Cn1nc([N+](=O)[O-])cc1C)=N\NC(=O)COc1c(Cl)cc(Cl)cc1Cl	91	19	-5	0.9	-0.4	5	10	93	1
50	COCCNC(=O)Cn1ncc2ccsc2c1=O	112	2	x	1.0	0.8	-11	5	110	11
51	Cc1ccc(N/C=C/C(=O)c2ccccc2)cc1C	111	6	4	-0.3	-1.6	-2	-11	110	3
52	COc1ccc(NS(=O)(=O)c2ccc(S(=O)(=O)N(C)C)cc2)cc1S(N)(=O)=O	98	7	-1	0.0	-0.6	1	10	101	2
53	NC(=O)C1CCN(C2=C(Cl)C(=O)c3ccccc3C2=O)CC1	95	3	-3	0.5	-0.7	-10	-16	98	-6
54	CSc1nc(O)c(Nc2cccc(Cl)c2)c(=O)[nH]1	92	-5	-7	0.1	0.4	-15	0	94	-6
55	Cc1ccc(-n2c(=O)cc(N3CCN(Cc4ccccc4)CC3)[nH]c2=O)cc1	117	34	2	0.9	0.8	7	-14	109	11
56	CCCCN1C(=O)C2NN=C(C(=O)OC)C2C1=O (configuration not stated)	97	-4	-3	0.0	0.6	0	11	98	-2
57	O=C(CCC(=O)Nc1ccc(F)cc1)N/N=C/c1ccccc1O	124	-1	-2	0.1	0.1	-1	32	149*	5
58	CC1=NN(c2nc(-c3ccc(C#N)cc3)cs2)C(=O)C1	97	9	-3	1.4	0.7	-11	24	104	-2
59	CCOc1ccc(C2C(=O)N(C3CCCCC3)CC(=O)N2CC2CCCO2)cc1OC (configuration not stated)	x	-22	-7	0.0	-0.7	-8	6	x	x
60	COc1ccc(CNC(=O)COC(=O)c2cc(-c3ccc(Cl)s3)nc3ccccc23)cc1	x	-17	2	-0.5	0.3	-6	6	x	x
61	O=C(COc1ccc(S(=O)(=O)N2CCCC2)cc1)Nc1ccc(F)cc1	103	-10	-9	2.5	2.2	-3	40	101	1
62	CCc1cc(C(=O)N(C)CC(=O)N(CC(C)C)c2c(N)n(CC(C)C)c(=O)[nH]c2=O)sc1C	93	4	x	-0.2	-0.7	-25	31	98	-4
63	Cc1ccc(SCC(=O)NC(C)(C)C)cc1	97	x	-3	-0.9	-0.9	-2	5	96	2
64	CCOC(=O)C1=C(C)NC(=O)NC1c1ccc(Cl)cc1Cl (configuration not stated)	97	24	-5	-1.3	-1.6	-19	26	97	2
65	COc1ccc(-c2cc(C3CC3)nc(SCC(=O)c3cccs3)c2C#N)cc1	110	27	-4	-1.4	-0.8	-3	-40	93	5
66	CCOc1ccc(N(CC(=O)Nc2cccc(Cl)c2)S(=O)(=O)c2c(C)noc2C)cc1	155*	3	0	0.8	0.9	-6	6	107	10
67	N#Cc1cc([N+](=O)[O-])ccc1NCCCn1ccnc1	105	10	-8	1.5	0.1	1	23	101	10
68	Nc1nc(-c2ccco2)nn1C(=O)c1ccccc1	u	3	-5	0.7	1.1	-3	2	u	-32
69	Cc1nn(C)c(C)c1CNC(=O)c1cnn2c1NC(c1ccccc1)CC2C(F)(F)F (configuration not stated)	97	19	-8	0.5	1.3	4	4	100	-3
70	Cc1cc(Nc2cccc([N+](=O)[O-])c2)n2c(nc3ccccc32)c1C#N	x	29	3	5.1	11	-1	7	x	x
71	COc1ccc(-c2csc(N(CCCN(C)C)C(=O)c3ccc(C(C)(C)C)cc3)n2)cc1	162*	13	-3	2.5	2.5	1	40	110	26*
72	Clc1ccc(N2CCCCCC2)nn1	105	5	-5	1.8	1.4	0	-14	103	1
